4MU fluor – compound fluoresces in the 4-MU spectral region; compound autofluorescence, 340/450 nm, 4-MU equivalents; hits give high values; max dye-equivalent concentration, M; actives 11% (n = 59,000); AID 589; in the data active = max dye-equivalent concentration above about 10 nM; inconclusive = mostly about 1.1 nM to 9.6 nM
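Intrinsic fluorescence at 340/450 nm (ex/em) was read after 15 min at room temperature in pH 8.0, 100 mM Tris. Each compound concentration expressed as 4-MU-equivalent concentration from a six-point 4-MU standard series on each plate.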
Caspase-1 inhib – allosteric or competitive inhibitors of human caspase-1 | AID 900 | P29466 | actives 0.03% (n = 75,000) | Caspase-1 enzyme, Ac-WEHD-AFC fluorogenic rate | Potency, µM (doses to about 57.5 µM), for the others: top-dose activity change, negative = inhibition, usual class: inhibitors;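 note: potency is the fitted concentration of half-maximal effect; plate controls were vehicle for no effect and no substrate for full effect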
Fluorescein fluor – compound autofluorescence in fluorescein spectral region | Compound autofluorescence, 480/540 nm, fluorescein-equivalent; hits give high values | max fluorescein-equivalent concentration, M | actives 0.91% (n = 59,000) | AID 593; in the data active = max fluorescein-equivalent concentration above about 10 nM; inconclusive = between about 1.1 nM and that limit
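Compounds (23 nL) in 100 mM Tris pH 8.0, 15 min at room temperature, then fluorescence read at 480 nm excitation/540 nm emission. Signal converted to fluorescein-equivalent concentration from an on-plate fluorescein standard curve.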
HEK293 cAMP ctrl – parental HEK293 cAMP activation (counter-screen). parental HEK293 CNG cAMP sensor, membrane potential fluorescence. Potency, µM (doses to about 57.1 µM), inactives show top-dose activation, usual class: activators. actives 2.5% (n = 73,000). AID 938; note: potency is the fitted concentration of half-maximal effect; % of control where 0% means no effect; nearly all actives have a fitted effect of over 55% in size
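Parental HEK 293 cells stably expressing a cAMP-gated CNG channel were loaded with membrane potential dye containing 100 uM RO 20-1724 for 60 min. Compound added for 30 min; depolarization read as fluorescence intensity at 590 nm.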
BRCT PPI red – disrupts BRCA1 BRCT binding to phosphoprotein, red fluorophore readout. Potency, µM (series often up to 76.9 µM), without a hit: top-dose activity change, negative = inhibition, hits mostly inhibitors. P38398. actives 0.03% (n = 75,000). BRCT-phosphopeptide binding, red fluorescence polarization; note: % is set by controls: 0 for no effect and ±100 for the full control effect
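Rhodamine-labelled pBACH1 10-mer (100 nM) bound to BRCT domain (100 nM) at pH 7.3; compounds incubated 12 min room temperature, polarization read. Free peptide defines full inhibition; unlabelled decapeptide titrated as control.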
Ub-GFP proteasome – inhibits proteasome, raising ubiquitin-GFP reporter fluorescence; Ubiquitin-GFP reporter cells, proteasome inhibition, GFP fluorescence; response scale: untreated = 0%, 10 µM MG-132 = 100%; Potency, µM (titrated, usually from 45.9 µM), for the others: top-dose activation (GFP accumulation), usual class: activators; 67,000 tested, under 10 active; AID 526; active = well fitted activation curve with a large enough effect, not every such curve was filed as active; inconclusive = small, poorly fitted or top-dose-only effect, or another doubt; inactive = no such curve, though single readings can be large or run the other way; note: potency is the fitted concentration of half-maximal effect
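U2OS cells stably expressing ubiquitin(G76V)-GFP, seeded overnight in 0.5% FBS medium, were exposed to compounds (qHTS, 46 uM to 2.9 nM) for 4 hr at 37 °C. GFP-positive cells were counted by laser cytometry (488 ex/515 em), normalized between basal and 10 uM MG-132.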
BRCT PPI green – inhibitors of human BRCA1 BRCT-phosphoprotein interaction (green fluorophore); P38398; BRCA1 BRCT-phosphopeptide binding, green fluorescence polarization; Potency, µM (series often up to 76.9 µM), without a hit: top-dose activity change, negative = inhibition, hits mostly inhibitors; actives 0.05% (n = 75,000); AID 875;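 note: potency is the fitted concentration of half-maximal effect; plate controls were peptide without protein for full effect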
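Fluorescence polarization: His-tagged BRCT (~35 kDa BRCA1 C-terminus, 250 nM) bound to 100 nM fluorescein-labeled phosphorylated 10-aa BACH1 peptide, pH 7.3 phosphate buffer with DTT and Tween 20. Compounds incubated 12 min at room temperature; inhibition read as lowered polarization.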
GFP derepression – derepresses silenced GFP locus in mouse C127i cells. Potency, µM (series often up to 46.1 µM), for the others: at the highest dose GFP derepression (activation). actives 0.09% (n = 68,000). mouse C127i GFP locus derepression, cytometry, 30 h; note: % of control where 0% means no effect
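Murine C127i mammary cells carrying a silenced, stably integrated CMV-driven GFP reporter were treated with compound for 30 hours at 37 C. After PBS washes, GFP-positive cells were counted by laser-scanning microplate cytometry.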
A350 autofl – A350 region autofluorescence; Compound autofluorescence, 340/450 nm, Alexa 350 dye-equivalents; hits give high values; max dye-equivalent concentration, M; actives 11% (n = 59,000); in the data active = max dye-equivalent concentration above about 10 nM; inconclusive = mostly about 1.1 nM to 9.6 nM
Caspase-7 inhib – allosteric or competitive inhibitors of human caspase-7; recombinant caspase-7, Ac-DEVD-AFC fluorescence rate; Potency, µM (highest dose often 57.5 µM), inactives show at the highest dose activity change, negative = inhibition, actives largely listed as inhibitors; actives 0.02% (n = 75,000); AID 889; active = well fitted inhibition curve with a large enough effect in the main read-out, with a control signal flat, not every such curve was filed as active; inconclusive = small, poorly fitted or top-dose-only effect, or a change in a side signal; note: potency is the fitted concentration of half-maximal effect; % of control where 0% means no effect
Target sequence (P55210 24-198 limits assumed): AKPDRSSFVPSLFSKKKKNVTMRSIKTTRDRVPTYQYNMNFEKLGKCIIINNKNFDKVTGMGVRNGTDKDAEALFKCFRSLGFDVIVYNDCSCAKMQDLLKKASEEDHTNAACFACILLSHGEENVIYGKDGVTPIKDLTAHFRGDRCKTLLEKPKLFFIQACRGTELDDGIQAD
Target sequence (P55210 207-303 limits assumed): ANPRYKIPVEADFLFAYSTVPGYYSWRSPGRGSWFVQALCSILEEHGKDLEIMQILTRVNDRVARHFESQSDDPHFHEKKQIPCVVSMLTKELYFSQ
USP2a inh – inhibitors of human ubiquitin-specific protease USP2a; O75604; USP2a enzymatic assay, qHTS inhibition; Potency, µM (doses to about 38.3 µM), inactives show at the top dose activity change, negative = inhibition, usual class: inhibitors; actives 0.1% (n = 60,000); AID 927;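 note: potency is the fitted concentration of half-maximal effect; nearly all actives have a fitted effect of over 60% in size; plate controls were DMSO for no effect and NEM full inhibition control for full effect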
Target sequence (O75604 whole entry, looked up): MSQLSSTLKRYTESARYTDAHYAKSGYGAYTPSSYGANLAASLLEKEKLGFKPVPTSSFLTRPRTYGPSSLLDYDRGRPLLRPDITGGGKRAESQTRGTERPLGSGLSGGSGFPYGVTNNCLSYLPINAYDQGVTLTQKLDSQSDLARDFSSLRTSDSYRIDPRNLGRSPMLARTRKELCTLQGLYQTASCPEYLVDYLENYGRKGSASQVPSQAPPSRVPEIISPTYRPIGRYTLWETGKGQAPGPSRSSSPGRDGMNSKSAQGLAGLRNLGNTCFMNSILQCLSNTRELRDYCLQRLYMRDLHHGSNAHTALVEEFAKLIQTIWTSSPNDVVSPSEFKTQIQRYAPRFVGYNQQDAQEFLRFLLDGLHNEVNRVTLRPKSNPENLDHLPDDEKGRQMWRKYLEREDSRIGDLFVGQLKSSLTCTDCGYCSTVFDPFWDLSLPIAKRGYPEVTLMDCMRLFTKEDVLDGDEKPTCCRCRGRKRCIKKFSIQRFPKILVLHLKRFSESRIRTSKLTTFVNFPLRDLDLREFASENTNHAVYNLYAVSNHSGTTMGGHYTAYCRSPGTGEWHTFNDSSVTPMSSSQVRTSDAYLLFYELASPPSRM
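Coupled readout: USP2-cleaved Ub-PLA2 (20nM final) turns over NBD C6-HPC (20uM final), Ex 460nm/Em 535nm after 2.5 h, time-zero read flagging artifacts. Enzyme (20nM final, pH 8.0 Tris) given 30 min RT with compound first; NEM defines full inhibition.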
* marks the source's active call; other numbers are inactive results; i = inactive; ? = inconclusive; . = not tested or not shown; [ ] = remark or other dose. Unless noted, calls come from the whole dose curve; as a rule, active = well fitted curve in the direction sought with a large enough effect; inconclusive = small, poorly fitted or top-dose-only effect, or another doubt; inactive = no such curve, though single readings can be large; an effect the other way counts as inactive or inconclusive. Some of the compounds tested; rates above refer to the full screens.

structure	4MU fluor	Caspase-1 inhib	Fluorescein fluor	HEK293 cAMP ctrl	BRCT PPI red	Ub-GFP proteasome	BRCT PPI green	GFP derepression	A350 autofl	Caspase-7 inhib	USP2a inh
Cc1cc(C)c2c(n1)nn1c(N3CCN(c4cccc(Cl)c4)CC3)cc(C)nc21	1e-07M*	1%	?	9%	-1.1%	0%	-3.5%	3%	1.1e-07M*	1%	11%
c1ccc(Cn2nnnc2-c2ccco2)cc1	i	5%	i	9%	0.0%	0%	-5.6%	2%	i	1%	5%
COc1cc2[nH]c(=O)n(CCCCCC(=O)N3CCN(c4ccccc4)CC3)c(=O)c2cc1OC	i	-3%	i	-10%	1.1%	16%	1.0%	0%	i	5%	24%
COc1ccc(-c2nc3nc(C)c(Cc4ccccc4)c(=O)n3[nH]2)cc1	i	-3%	?	1%	0.8%	-1%	-2.1%	-5%	i	1%	5%
Clc1ccc(Cn2cc(Br)cn2)cc1Cl	?	-1%	i	?	0.1%	0%	-0.5%	-6%	?	-5%	6%
CN(Cc1cccs1)C(=O)COc1cccc(-n2cnnn2)c1	i	1%	i	-5%	0.3%	0%	-1.8%	0%	i	-1%	6%
O=C1CCC(=O)c2oc3ccccc3c2N1	?	1%	i	4%	0.4%	-2%	0.1%	19%	?	2%	.
CCCCCn1c(=O)[nH]c2cc(C(=O)NCCCN(CC)CC)ccc2c1=O	4.5e-08M*	-2%	i	23%	-2.0%	1%	0.5%	2%	4.5e-08M*	0%	20%
CCCNc1ncnc2sc(C)c(C)c12	?	1%	?	23%	2.0%	-4%	-2.1%	-1%	?	?	-4%
O=C(O)c1ccc(NS(=O)(=O)c2ccc3c(c2)OCCO3)cc1	.	-5%	.	-2%	0.9%	-4%	2.9%	.	.	2%	.
COC(=O)[C@@]1(Cc2ccc(OC)cc2)[C@H]2c3cc(C(=O)N4CCCC4)n(Cc4ccc(S(C)(=O)=O)cc4)c3C[C@H]2CN1C(=O)c1ccccc1	.	-6%	.	20µM*	-1.1%	.	-2.9%	.	.	-6%	.
Cc1cc(NC(=O)CSc2nnc(-c3ccco3)n2Cc2ccco2)no1	i	-3%	?	9%	-1.4%	-7%	-1.4%	-2%	i	1%	.
COc1ccccc1C(=O)Nc1ccccc1SC	i	1%	?	?	-3.5%	-5%	-9.5%	4%	i	0%	-23%
CCc1nnc(NC(=O)CSc2nc3c(c(=O)n2CC)SC(C)C3)s1 (stereo not drawn)	.	0%	.	5%	-3.3%	-7%	-3.6%	.	.	-2%	.
Cn1c(=O)c2c(nc(Br)n2CCc2ccccc2)n(C)c1=O	i	0%	?	?	-0.6%	.	-3.0%	-2%	?	-1%	5%
COc1ccc(N(CC(=O)NC2CCCC2)C(=O)Cn2nnc(-c3ccc(F)cc3)n2)cc1OC	?	-4%	i	14%	0.5%	-3%	-2.0%	6%	?	0%	.
O=C(c1ccccc1NS(=O)(=O)c1ccc(Br)s1)N1CCCC1	i	0%	i	7%	-1.5%	-8%	-0.1%	-2%	i	-2%	5%
COc1ccc(OC)c(CCNC(=O)CC2Oc3ccc(C)cc3NC2=O)c1 (stereo not drawn)	.	-2%	.	0%	1.6%	10%	-0.4%	1%	.	-6%	.
COc1cccc(Nc2cc(C)nc3nc(C)nn23)c1	.	0%	.	7%	-1.4%	-9%	2.3%	0%	.	0%	.
CCN(CC)S(=O)(=O)c1cccc(-c2nnc(SCC(=O)c3ccc(Cl)s3)n2C)c1	i	-4%	?	24%	0.0%	1%	2.2%	0%	i	-6%	58%[activator]
COc1cc(OC)c2cc(-c3ccncc3)cnc2c1	.	?	.	-5%	-3.5%	-4%	12%	0%	.	-26%	.
CN(C(=O)COc1cc(=O)n(C)c2ccccc12)c1cccc(Cl)c1	.	-1%	.	-6%	1.1%	-10%	1.7%	3%	.	-1%	.
Cc1oc2cc3oc(=O)c4c(c3cc2c1C)CCC4	2.7e-08M*	-1%	i	27%	0.2%	-10%	-0.4%	-1%	2.8e-08M*	0%	5%
O=C(c1ccc2c(c1)OCO2)n1nnc2ccccc21	.	0%	.	8%	-2.7%	-4%	-4.8%	4%	.	1%	3%
CCOC(=O)c1cccc(NC(=O)CSc2nnc(C3CCCCC3)n2CC)c1	?	1%	?	25µM*	-2.3%	-2%	0.9%	-1%	i	6%	8%
O=C(Nc1cccc(Cl)c1)Nn1cnnc1	i	-2%[11.5 µM]	i	-2%[11.4 µM]	0.1%[15.4 µM]	-3%[9.17 µM]	-0.1%[15.4 µM]	-2%[9.22 µM]	i	0%[11.5 µM]	.
Cc1nc(N2CCN(c3ncccn3)CC2)c2oc3ccccc3c2n1	i	0%	i	?	-2.1%	2%	-4.6%	2%	i	-2%	2%
Cn1cccc1C(=O)N1CCC2(CCCN(Cc3ccncc3)C2)CC1	i	-3%	i	15%	-8.5%	0%	3.6%	0%[9.22 µM]	i	-3%	29%
COc1ccc(N2CCN(S(=O)(=O)c3ccc(C(=O)NCc4ccco4)cc3)CC2)cc1	i	-2%	i	9%	-0.5%	-2%	-2.0%	-1%	i	2%	4%
O=C1CCCc2c1cc(C(=O)Nc1ccc(Br)cn1)c(=O)n2-c1ccccc1	2.1e-08M*	-2%	?	-2%	0.4%	-4%	6.6%	-2%	3.1e-08M*	-5%	43%[activator]
CCOC(=O)C(C)Oc1cccc2c(=O)n(CC(=O)Nc3ccc4c(c3)OCCO4)ccc12 (stereo not drawn)	.	-2%	.	?	-1.9%	12%	1.8%	.	.	1%	.
Cc1cccc(CCNC(=O)C2CCCN(S(=O)(=O)c3cccc4nsnc34)C2)c1 (stereo not drawn)	i	1%	?	-1%	-1.4%	-4%	0.0%	-2%	i	-1%	-8%
COc1cc(C2C(C#N)=C(N)Oc3n[nH]c(C)c32)cc2c1OCO2 (stereo not drawn)	i	-3%	i	30%	-0.6%	2%	-0.5%	5%	i	0%	7%
CCOC(=O)Oc1ccc2oc(C)c(C(=O)OCCOC)c2c1	i	0%	i	0%	-2.4%	-6%	0.8%	0%	i	0%	6%
CCC12CN(C(=O)c3ccc(OC)cc3)CC(CC)(CN(C(=O)c3ccc(OC)cc3)C1)C2=O	i	-1%	i	?	-0.5%	-5%	-0.6%	-2%	i	2%	17%
N#CN=C1SCCS1	i	0%	?	0%	0.9%	-4%	-1.0%	0%	i	-1%	-7%
CC(C)c1cc(CN(C)C)c(O)c(C(C)(C)C)c1	i	0%[11.5 µM]	i	13%[11.4 µM]	0.4%[15.4 µM]	7%[9.17 µM]	0.1%[15.4 µM]	-2%[9.22 µM]	i	-1%[11.5 µM]	.
COc1ccc(OC)c(NC(=O)CC(Cc2ccccc2OC)C(=O)O)c1 (stereo not drawn)	i	0%	i	10%	1.0%	10%	-1.8%	-1%	i	1%	-1%
Cc1ccc(C(=O)C(C)OC(=O)C2CC(=O)N(C3CCCCC3)C2)cc1 (stereo not drawn)	i	-2%	?	25%	-2.4%	-2%	2.2%	-1%	i	0%	9%
COc1cc(OC)c(/C=C2/C(=O)Nc3ccccc32)c(OC)c1	i	-3%	?	-6%	-1.4%	-3%	-2.3%	-1%	i	0%	1%
CC1(C)Cc2cccc(OCC(=O)N3CCN(S(=O)(=O)c4ccc(F)cc4)CC3)c2O1	i	2%	?	2%	0.3%	2%	1.9%	-1%	i	-2%	20%
COC(=O)C1C(=O)c2c([nH]c(C(=O)OC3CCCC3C)c2C)CC1C (stereo not drawn)	.	-4%	.	9%	-1.3%	12%	2.2%	-3%	.	-2%	.
CN(C)S(=O)(=O)N1CCC(C(=O)O)(c2ccccc2)CC1	i	-2%	i	4%	-0.2%	2%	-1.8%	3%	i	0%	0%
O=C(CNC(=O)Cn1ccc2ccccc2c1=O)NCCCN1CCN(c2cccc(Cl)c2)CC1	i	0%	i	7%	0.9%	-9%	-3.4%	2%	i	-2%	48%[activator]
Cc1[nH]c(=O)[nH]c(=O)c1S(=O)(=O)N1CCOCC1	.	0%	.	-17%	-1.1%	-7%	-2.4%	-2%	.	1%	-7%
CCN1CCCC1CNc1ncnc2c1[nH]c1ccc(F)cc12 (stereo not drawn)	?	-3%	?	10%	0.2%	2%	-0.7%	0%	1.4e-08M*	0%	5%
Cc1cc(Oc2ccccc2)nc(N)n1	i	0%	i	8%	0.9%	0%	-0.8%	-3%	i	1%	1%

Profiles, looked up by structure. Screens in order: 4MU fluor | Caspase-1 inhib | Fluorescein fluor | HEK293 cAMP ctrl | BRCT PPI red | Ub-GFP proteasome | BRCT PPI green | GFP derepression | A350 autofl | Caspase-7 inhib | USP2a inh
COC(=O)[C@@]1(Cc2ccc(OC)cc2)[C@H]2c3cc(C(=O)N4CCCC4)n(Cc4ccc(S(C)(=O)=O)cc4)c3C[C@H]2CN1C(=O)c1ccccc1 is listed as . | -6% | . | 20µM* | -1.1% | . | -2.9% | . | . | -6% | .
CCN(CC)S(=O)(=O)c1cccc(-c2nnc(SCC(=O)c3ccc(Cl)s3)n2C)c1 is listed as i | -4% | ? | 24% | 0.0% | 1% | 2.2% | 0% | i | -6% | 58%[activator]

Screens: PubChem BioAssay, National Center for Advancing Translational Sciences (NCATS)
